From PubChem
TAG inh – inhibitors of triacylglycerol accumulation. H9c2 cells, Nile Red lipid (TAG) fluorescence; cells loaded with 200 µM oleic acid. AID 651582. inhibition, % at 12.5 µM. actives 0.66% (n = 230,000);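 active means pattern-corrected inhibition of lipid staining of at least 50% with the nuclear-stain viability signal not falling by more than 50%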;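 further: 0% = DMSO wells and 100% = triacsin C control wells; some results filed as inactive read as strong as hits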
TAG inh DAPI viability – further read-out of TAG inh, marked with its call; DAPI nuclei signal change (viability), lower = more cytotoxic, %;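 whole-well DAPI fluorescence read on a plate reader as a viability signal; minus 50 percent equals half of cells still viable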
Numbers without * were called inactive; & = joins results of further samples.

SMILES | TAG inh | TAG inh DAPI viability
O=C(C1CCCN(S(=O)(=O)c2ccccc2)C1)N1CCN(c2ccc(F)cc2)CC1 (stereo not drawn) | -22 | 2
Cn1c(=O)c2c(nc(NCc3ccccc3)n2CC(N)=O)n(C)c1=O | 2 | 7
CC1S/C(=N/N=C/c2ccco2)N(Cc2ccccc2)C1=O (stereo not drawn) | 7 | -5
O=C(C1CCCCN1S(=O)(=O)c1ccccc1[N+](=O)[O-])N1CCCC1 (stereo not drawn) | 19 | -27
O=C(O)c1cc(NC(=O)c2ccccc2F)cc(NC(=O)c2ccccc2F)c1 | -1 | 14
Cc1cccc(NC(=O)CCc2ccc(C)o2)c1 | -1 | -1
COc1ccc(CCNC(=O)C(=O)NCC2CCCN2S(=O)(=O)c2cccs2)cc1OC (stereo not drawn) | -2 | 5
CCN1CCN(C(c2ccccc2)c2nnnn2Cc2ccc(OC)cc2)CC1 (stereo not drawn) | 12 | -5
C=CCc1cccc2cc(C(=O)NCc3ccc(C(=O)OCC)o3)c(=O)oc12 | 8 | 8
CCN1CCN(C(=S)c2ccc(O)cc2)CC1 | 12 | 2
C(=N\Nc1nncn1/N=C/c1ccco1)/c1ccco1 | 0 | 1
O=C1C=C(c2ccc(-c3ccccc3)c(F)c2)C[C@@H](c2ccc(Cl)cc2)C1 | -5 | 1
O=C(Nc1cccc(F)c1)C1CCN(C(=O)c2ccccc2Cl)CC1 | 13 | -11
CCN1C(=O)C(=O)N(CC(=O)N(C)CC(=O)Nc2ccccc2Cl)C1=O | 0 | 13
COc1ccc(Cl)cc1Nc1nc(C)nc2c1nnn2Cc1ccccc1 | 14 | 17
Cc1cccc(NC(=O)CN2CCN(C(=O)C3CCC3)CC2)c1C | -14 | 12
CCC(c1nnnn1C1CCCC1)N1CCN(C(=O)c2ccco2)CC1 (stereo not drawn) | -11 | -8
Cc1cccc(CN(C)C[C@@H]2OCc3cnnn3CCCC(=O)N([C@@H](C)CO)C[C@H]2C)c1 | -4 | -5
Cc1c(N=C/C=C2/N(C)c3ccccc3C2(C)C)c(=O)n(-c2ccccc2)n1C | -5&-45 | 2&8
O=C(COC(=O)c1ccc2c(c1[N+](=O)[O-])C(=O)c1ccccc1C2=O)NC1CC1 | -20 | 5

Part of the list above in order of SMILES length, rising.
SMILES | TAG inh | TAG inh DAPI viability
CCN1CCN(C(=S)c2ccc(O)cc2)CC1 | 12 | 2
COc1ccc(Cl)cc1Nc1nc(C)nc2c1nnn2Cc1ccccc1 | 14 | 17
C=CCc1cccc2cc(C(=O)NCc3ccc(C(=O)OCC)o3)c(=O)oc12 | 8 | 8

(listing goes on)
SMILES | TAG inh | TAG inh DAPI viability
CCCn1nc(C(=O)NCC(C)(C)N2CCOCC2)c2ccccc2c1=O | -16 | -8
O=C(/C=C/NCc1cccnc1)c1ccc(Br)cc1 | 5 | -4
Cn1c(=O)c2c(SCC(=O)Nc3nccs3)nc(C3CC3)nc2n(C)c1=O | 3 | 1
COc1ccc(CC(=O)NCc2nc(-c3ccccc3)no2)cc1 | -10 | 2
O=C(CN1C(=O)NC2(CCc3ccccc32)C1=O)c1c[nH]c2ccccc12 (stereo not drawn) | 8 | -7
Cc1ccccc1OCC1Cn2c(nc3c2c(=O)[nH]c(=O)n3C)O1 (stereo not drawn) | 13 | -10
OC(c1cccc(Cl)c1)c1nc(-c2ccccc2)cs1 (stereo not drawn) | -6 | -2
Cn1c(=O)c2c(nc(NCc3cccnc3)n2Cc2ccccc2Cl)n(C)c1=O | 8 | -5
COc1ccc(NC(=S)N2CCCCCC2)cc1OC | -2 | 1
CCOc1ccc(NC(=O)CN(C)C(=O)c2cccnc2SC)cc1OCC | 4 | 2
CCCCC(C(=O)O)C(C)CC(=O)Nc1nccs1 (stereo not drawn) | 6 | -5
COc1ccc(C2c3ccc(O)cc3Oc3ncn4nc(-c5ccccn5)nc4c32)cc1OC (stereo not drawn) | 0 | 2
Cc1ccc(-n2c(=O)c3ccc(C(=O)NCc4ccco4)cc3n(Cc3ccccc3C#N)c2=O)cc1 | -17 | 5
C=CC[C@@H](Cc1ccc(F)cc1)C(=O)OC[C@H]1CCCN1C(=O)[C@@H](CC=C)CC(=O)N[C@H](CO)Cc1ccccc1 | -1 | -5
COc1ccc(N2CCN(C(=O)NCc3ccc(OC)c(Cl)c3)CC2)cc1 | 30 | -7
Cc1ccccc1-c1cc2nc(NCCN3CCCC3)n(C)c(=O)c2s1 | 35 | 16
CCOC(=O)c1[nH]ncc1[C@@H]1C[C@H]2CN(Cc3cccc(Cl)c3)C(=O)[C@]23CCCN13 | 1 | -3
Cc1ccc(C(=O)OCC(=O)N(C)C2CCS(=O)(=O)C2)cc1[N+](=O)[O-] (stereo not drawn) | 8 | 2
Fc1ccc(Oc2ccc3nnc(C(F)(F)F)n3n2)cc1 | 4 | -3
CCCC(CNC(=O)COC(=O)C1=NNC(=O)CC1)c1ccc(Cl)cc1Cl (stereo not drawn) | -16 | 6
CC(=O)c1nn(-c2cccc(Br)c2)cc1C(=O)c1ccco1 | 5 | 4
CCN(Cc1ccncc1)C(=O)C(CO)c1ccccc1 (stereo not drawn) | -4 | 2
COc1ccc(NC2CCCN(C(=O)c3ccc4nccnc4c3)C2)cc1OC (stereo not drawn) | 4 | 1
O=C1OCCC1Sc1nc2ccccc2c(=O)n1-c1ccc(F)cc1 (stereo not drawn) | 9 | 3
CN(C)S(=O)(=O)c1cc(NC(=O)COC(=O)CCSc2ccc(Cl)cc2)ccc1Cl | -2 | 5
O=C(NCCc1ccccc1)C1CCN(C(=O)c2ccc([N+](=O)[O-])cc2)CC1 | 3 | -11
COc1ccccc1NC(=O)c1ccc(S(=O)(=O)N(C)c2ccccc2OC)cc1 | 3 | -12
CC1=NN(c2ccccc2)C(=O)C1C(=O)c1cc([N+](=O)[O-])cc([N+](=O)[O-])c1 (stereo not drawn) | -1 | 4
NS(=O)(=O)c1ccc(N2N=C(c3ccccc3)CC2c2ccc(F)cc2)cc1 (stereo not drawn) | 11 | 113
O=C(CSc1nc(O)cc(=O)[nH]1)Nc1ccc2c(c1)CCC2 | -5 | -5
CC#CCN1c2ccccc2[C@]23C[C@@H](C(=O)OC)N(C(=O)c4cc(C)oc4C)C2=NC(C(=O)OC)=C(C(=O)OC)[C@H]13 | 8 | -18
Cc1cc(C(=O)NCCN2CCCCC2C)n(-c2ccccc2)n1 (stereo not drawn) | -30 | 3
Cc1cccc(/C=C/c2nc3ccccc3c(=O)n2Cc2ccccc2)c1 | -29 | 9
NC1=C([N+](=O)[O-])C(c2ccc(F)cc2)C2=C(CCCC2=O)O1 (stereo not drawn) | 0 | -3
CCOc1ccccc1OCCCC(=O)N1CCN(S(=O)(=O)c2ccc(C)cc2C)CC1 | -12 | 1
CC(C)(CO)CNC(=O)CCc1nnc(Cc2ccc(-c3ccccc3)cc2)o1 | -6 | 1
CC(C)CN(C(=O)COC(=O)COc1ccc2c(c1)CCC2)c1c(N)n(Cc2ccccc2)c(=O)[nH]c1=O | -20 | -2
CC(C)Oc1ccc(S(=O)(=O)N2CCOCC2)cc1NC(=O)CN1C(=O)c2ccccc2C1=O | 6 | 0
COc1ccc(S(=O)(=O)N2CCOCC2)cc1NC(=O)Cc1c(F)cccc1Cl | -2 | -5
O=C(NC(=S)Nc1ccccn1)c1cncc(Br)c1 | -4 | 3

The list continues:
Screens in order: TAG inh	TAG inh DAPI viability
Nc1cc2c(cc1C(=O)c1ccccc1)OCCO2
  2	-6
CN(C)S(=O)(=O)c1ccc(C(=O)Nc2nc3ccccc3[nH]2)cc1
  21	11
CCCCC(=O)N(C)c1c(C)nc2ccc(C(=O)N3CCN(S(=O)(=O)CC)CC3)cn12
  6	11
COCCCN(C(=S)Nc1c(C)cc(C)cc1C)C(C)c1ccncc1 (stereo not drawn)
  0	2
N#CC1=C(N)OC2=C(C(=O)CCC2)C12C(=O)N1CCCc3cccc2c31 (stereo not drawn)
  0	-8
CC(=O)c1cccc(NC(=O)C2CCN(C(=O)c3ccccc3Cl)CC2)c1
  7	1
CC(C)[C@H](NC(=O)c1ccco1)C(=O)OCC(=O)Nc1ccc(Cl)c(S(=O)(=O)N(C)C)c1
  -13	-1
Cc1cnc(C(=O)N2CCCC(N3CCN(c4ccccc4F)CC3)C2)cn1 (stereo not drawn)
  -21	2
COc1cccc(COC(=O)C2CC(=O)N(Cc3ccccc3)C2)c1OC (stereo not drawn)
  -9	-24
Cc1ccc(-c2csc(NC(=O)CN3CCC(C(N)=O)CC3)n2)cc1
  -2	6
COCCNC(=S)Nc1ccc([N+](=O)[O-])cc1C
  3	4
Cc1ccnc(NS(=O)(=O)Cc2ccccc2)c1
  -9	19
CCOC(=O)c1c(CN2CCN(c3ccccc3)CC2)oc2ccc(O)cc12
  -12	1
Cc1ccc(C(C(=O)NCc2ccccc2)N(Cc2cccs2)C(=O)c2ccc3c(c2)OCCO3)cc1 (stereo not drawn)
  1	-2
COc1cc(NCC(=O)Nc2cccc(S(=O)(=O)N3CCCCC3)c2)cc(OC)c1OC
  -4	-6
CCOc1cc2c(cc1O)C(=NO)CC1C2CCC2(C)C(O)CCC12 (stereo not drawn)
  19	-4
Cc1nc2ccc(NC(=O)N3CCC(c4ccccc4)C3)cc2nc1C (stereo not drawn)
  8	1
COc1ccccc1NC(C)=O
  13	0
CC(=O)NC(=O)Nc1sc(=S)n(C)c1C
  22	-23
CCCNC(=O)Cn1nc(C(F)(F)F)cc1C
  8	-2
Cc1cc(N2CC34C=CC(O3)C(C(=O)O)C4C2=O)no1 (stereo not drawn)
  -24	8
CN(C)/C=C/C(=O)c1ccccc1F
  -10	12
O=C(CN1CCN(S(=O)(=O)c2ccccc2)CC1)N1CCCCC1
  27	3
COc1ccc(/C=N\NC(=O)c2cc(OCC(F)(F)F)ccc2OCC(F)(F)F)cc1
  -15	9
Cn1c2ccccc2c(=O)c2ccc(C#Cc3ccc(N)cc3)cc21
  3	18
O=C(NCc1ccncc1)c1ccc(NS(=O)(=O)c2ccccc2)cc1
  -8	3
COc1ccccc1Nc1nnc(SCC(=O)NC2CCCC2)s1
  0	1
O=C(CSc1ccc2nnc(CCNC(=O)c3ccccc3)n2n1)NCCc1ccccc1
  5	-3
C=CCn1c(Sc2ncc([N+](=O)[O-])s2)n[nH]c1=O
  10	-13
CC(C)N(C(=O)[C@H]1C[C@H](CC(=O)NCCC2=CCCCC2)C(=O)N2CCc3c([nH]c4cc(-c5ccco5)ccc34)[C@]12C)C(C)C
  12	9
CC(C)(C)NS(=O)(=O)c1ccc(NC(=O)C2CCCCC2)cc1
  21	-21
CCOC(=O)c1ccc(NC(=O)COc2ccccc2CNC2CCCC2)cc1
  32	11
CCOC(=O)C1C2C=CC3(CN(C4CCCC4)C(=O)C13)O2 (stereo not drawn)
  1	-10
CC1(C)CC[C@]2(C(=O)O)CC[C@]3(C)C(=CCC4[C@@]5(C)CC[C@H](O)C(C)(C)C5CC[C@]43C)C2C1 (stereo partly drawn)
  22	-10
Cc1cc(C(=O)NC2CCCCC2)c(C)o1
  -6	8
COC(=O)C(O)(CC(=O)Nc1ccc(OC)cc1)C(F)(F)F (stereo not drawn)
  6	-5
Cc1ccccc1OCC(=O)OCC(=O)NCc1ccccc1Cl
  -15	5
COc1ccccc1N(C)S(=O)(=O)c1ccc(Cl)c(C(=O)NCc2ccco2)c1
  -10	6
CCCCN1CCN=C1Nc1ccccc1
  4	-1
CC(O)(c1ccc(F)c(F)c1)c1nc(-c2ccccc2)cs1 (stereo not drawn)
  -14	14
c1ccc(CCNc2ccc3c(c2)Cc2ccccc2-3)nc1
  -16	9
CN1C2CCC1CC(NC(=O)c1ccc(Cl)cc1)C2 (stereo not drawn)
  -15	-3
COC(=O)COn1c(SCC(=O)OC)nc2ccccc2c1=O
  0	4
Cn1nc(C(=O)OCC(=O)Nc2ccc(F)cc2Cl)c2ccccc2c1=O
  -11	11
CCNc1nc(NCC)n2c(SCC(=O)Nc3c(C)cccc3C)nnc2n1
  -2	0
Cc1nn(C)c(C)c1S(=O)(=O)Nc1ccc2c(c1)OCO2
  8	7
O=C(CN1CCN(C2CCCCC2)CC1)Nc1cccc2ccccc12
  26	-10
CSc1nc2nc3c(cc2c(=O)n1-c1ccccc1C)CCCC3
  -4	-6
O=C(OCc1csc(-c2ccccc2)n1)c1ccccc1O
  -17	8
Fc1ccccc1COc1ccc2ccccc2c1CNc1nn[nH]n1
  15	6
O=C1/C(=C/c2cccc([N+](=O)[O-])c2)CSc2ccc(Cl)cc21
  16	-12
COc1ccc(C(=O)c2ccc(Br)cc2)c2ccccc12
  -22	11
O=C(CSc1nccn1Cc1ccccc1)Nc1ccccc1
  -1	1
Cc1ccccc1OCC(=O)OCC(=O)Nc1cc(S(=O)(=O)N2CCCCC2)ccc1Cl
  6	5
COc1ccc(N=Nc2c(-c3ccc(OC)cc3)[nH]oc2=O)cc1
  16	-8
CCn1c(NC(=O)c2cccc(Cn3cc(Cl)cn3)c2)nc2ccccc21
  -15	-2
COc1ccc(NC(=O)c2cc(-c3ccc(F)cc3OC(C)C)n[nH]2)c(OC)c1
  -23	6

Retrieved by structure from the list above:
Screens in order: TAG inh	TAG inh DAPI viability
CSc1nc2nc3c(cc2c(=O)n1-c1ccccc1C)CCCC3
  -4	-6
CCNc1nc(NCC)n2c(SCC(=O)Nc3c(C)cccc3C)nnc2n1
  -2	0
CN1C2CCC1CC(NC(=O)c1ccc(Cl)cc1)C2 (stereo not drawn)
  -15	-3
COc1ccccc1N(C)S(=O)(=O)c1ccc(Cl)c(C(=O)NCc2ccco2)c1
  -10	6

Another view of part of the listing above.
COc1ccc(C(=O)c2ccc(Br)cc2)c2ccccc12
  TAG inh: -22; TAG inh DAPI viability: 11

COc1ccccc1N(C)S(=O)(=O)c1ccc(Cl)c(C(=O)NCc2ccco2)c1
  TAG inh: -10; TAG inh DAPI viability: 6

COC(=O)C(O)(CC(=O)Nc1ccc(OC)cc1)C(F)(F)F (stereo not drawn)
  TAG inh: 6; TAG inh DAPI viability: -5

A portion of the library, so the mix of outcomes need not match the whole.
